L3MBTL1 block = inhibitors of human L3MBTL1. Q9Y468. AlphaScreen L3MBTL1–H3K9me1 peptide binding. Potency, µM (top dose mostly 57.1 µM), for inactives: at the highest dose activity, negative = inhibition, usual class: inhibitors. 0.66% of 230,000 active. AID 485360; note: nearly all actives have a fitted effect of over 60% in size
Target sequence (Q9Y468 whole entry, looked up): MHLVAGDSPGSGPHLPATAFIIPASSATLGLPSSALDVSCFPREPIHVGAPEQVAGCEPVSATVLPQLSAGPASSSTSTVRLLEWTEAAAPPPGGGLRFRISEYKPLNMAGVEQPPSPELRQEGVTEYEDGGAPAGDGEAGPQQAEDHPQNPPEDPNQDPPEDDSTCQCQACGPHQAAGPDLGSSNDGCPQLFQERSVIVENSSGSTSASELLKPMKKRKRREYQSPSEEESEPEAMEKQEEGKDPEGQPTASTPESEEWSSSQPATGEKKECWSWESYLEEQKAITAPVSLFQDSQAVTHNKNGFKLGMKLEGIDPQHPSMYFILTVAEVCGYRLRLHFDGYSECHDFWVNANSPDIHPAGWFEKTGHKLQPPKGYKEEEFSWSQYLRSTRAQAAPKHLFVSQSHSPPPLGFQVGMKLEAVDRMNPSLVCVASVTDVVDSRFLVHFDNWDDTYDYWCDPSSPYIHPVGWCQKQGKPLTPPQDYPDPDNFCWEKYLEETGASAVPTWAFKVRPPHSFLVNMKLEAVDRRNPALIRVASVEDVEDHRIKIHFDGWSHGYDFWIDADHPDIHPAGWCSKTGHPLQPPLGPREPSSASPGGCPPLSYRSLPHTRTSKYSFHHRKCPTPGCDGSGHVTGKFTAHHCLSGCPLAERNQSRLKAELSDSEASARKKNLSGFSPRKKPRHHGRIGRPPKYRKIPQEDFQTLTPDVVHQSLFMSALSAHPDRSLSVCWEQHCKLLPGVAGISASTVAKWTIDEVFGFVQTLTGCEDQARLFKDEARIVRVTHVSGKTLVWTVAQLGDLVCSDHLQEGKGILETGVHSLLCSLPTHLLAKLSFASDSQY
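Displacement of a biotinylated histone H3(1-15) peptide monomethylated at Lys9 (75 nM) from L3MBTL1 (50 nM) was measured by AlphaScreen after a 30 min room-temperature compound incubation; cefsulodin titration served as intraplate control.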
Tau fibril FP = blocks human tau fibril formation measured by polarization. Potency, µM (highest dose often 57.7 µM), for the others: at the top dose activity, negative = inhibition, hits mostly inhibitors. 0.39% of 280,000 active. K18 P301L tau heparin fibrillization, Alexa594 FP, 6 h. AID 1468; note: nearly all actives have a fitted effect of over 55% in size
Target sequence (P10636 561-689 P618L limits assumed): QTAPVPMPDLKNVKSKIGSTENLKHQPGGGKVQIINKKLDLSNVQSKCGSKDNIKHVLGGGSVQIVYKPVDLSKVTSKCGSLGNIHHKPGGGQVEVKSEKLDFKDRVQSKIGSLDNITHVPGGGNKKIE
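Heparin (20 uM) drove fibril formation of recombinant tau K18 P301L, 15 uM unlabeled with 0.24 uM Alexa 594 label, for 6 hr at 37 C in 100 mM sodium acetate pH 7. Fluorescence polarization (555/632 nm) read 1 hr after 30 uM ThT.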
TexasRed fluor = Texas Red fluorescence interference in TRb-SRC2 counter-screen | AID 1479 | TRb/SRC2 Texas Red total fluorescence interference | 0.29% of 280,000 active | Potency, µM (titrated, usually from 106 µM), for inactives: at the top dose fluorescence change, negative = quenching; active = well fitted curve in either direction with a large enough effect; inconclusive = small, poorly fitted or top-dose-only effect
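Flags fluorescent or light-absorbing compounds by total fluorescence, S + 2P, at 555 nm excitation and 632 nm emission. Mixture: 20 nM Texas Red SRC2 peptide, 0.6 uM human TRb LBD, 1 uM T3, 5% DMSO; compound exposure 5 h at ambient temperature.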
TRb SRC2 PPI = TRbeta-SRC2 interaction inhibition; P10828; TRbeta-SRC2 peptide binding, fluorescence polarization; receptor liganded with 1 µM T3; Potency, µM (series often up to 106 µM), without a hit: at the highest dose activity change, negative = inhibition, most hits filed as inhibitors; 0.065% of 280,000 active; AID 1469;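 note: plate controls were bound peptide for no effect and peptide without receptor for full effect; nearly all actives have a fitted effect of over 50% in size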
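Fluorescence polarization of 20 nM Texas Red SRC2 peptide with 0.6 uM human TRb ligand-binding domain, in Tris buffer with 1uM T3 and 5% DMSO. Incubated 5 hr ambient; normalized to unbound and bound controls.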
KDM4E inh = inhibitors of human JMJD2E histone demethylase. B2RXH2. JMJD2E catalytic domain, FDH-coupled NADH fluorescence (FDH is formaldehyde dehydrogenase). Potency, µM (doses to about 57.1 µM), without a hit: at the highest dose activity change, negative = inhibition, actives largely listed as inhibitors. 1.6% of 230,000 active; active = well fitted inhibition curve with a large enough effect, not every such curve was filed as active; inconclusive = small, poorly fitted or top-dose-only effect, or another doubt; inactive = no such curve, though single readings can be large or run the other way;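 note: 0% = wells with enzyme and -100% = buffer wells without enzyme; nearly all actives have a fitted effect of over 50% in size; many of its hits are not listed in these tables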
RGS12 GoLoco inh = inhibitors of human Gai1-RGS12 GoLoco interaction (red fluorophore); Gai1:RGS12 GoLoco peptide FP, rhodamine, 10 min; 0.44% of 230,000 active; Potency, µM (doses to about 61.6 µM), inactives show top-dose activity, negative = inhibition, most hits filed as inhibitors; P63096; active = well fitted inhibition curve with a large enough effect, not every such curve was filed as active; inactive = no such curve, though single readings can be large or run the other way; note: nearly all actives have a fitted effect of over 30% in size; many of its hits are not listed in these tables
RECQ1 helicase = blocks DNA unwinding by human RECQ1; P46063; RECQ1 DNA unwinding, red fluorescence kinetic read; Potency, µM (titrated, usually from 57.3 µM), without a hit: at the highest dose activity, negative = inhibition, hits mostly inhibitors; 0.54% of 240,000 active; AID 2549;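 note: plate controls were vehicle for no effect and no enzyme for full effect; nearly all actives have a fitted effect of over 30% in size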
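RECQ1T1 50 nM; forked duplex (20 bp + 30-nt ss tails) 200 nM, ATP 2 mM final; pH 8.0, 2 mM MgCl2, 2.5 ug/ml poly(dI-dC); 15 min compound preincubation; discontinuous kinetic read over 2 h at RT.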
Tau ThT inhib = inhibitors of human tau fibril formation, thioflavin T binding; P10636; recombinant tau K18 P301L, heparin-induced fibrillization, ThT fluorescence; Potency, µM (highest dose often 57.4 µM), for inactives: top-dose activity, negative = inhibition, actives largely listed as inhibitors; 2.1% of 270,000 active; note: nearly all actives have a fitted effect of over 55% in size
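Using a mix of unlabeled (15 uM) and Alexa 594-labeled (0.24 uM) tau K18 P301L, heparin-triggered fibrillization over 6 hr at 37 C was scored by ThT fluorescence.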
An asterisk follows results filed as active; i = inactive; ? = inconclusive; . = not tested or not shown; [ ] = another dose, or the depositor's remark. Unless noted, calls come from the whole dose curve; as a rule, active = well fitted curve in the direction sought with a large enough effect; inconclusive = small, poorly fitted or top-dose-only effect, or another doubt; inactive = no such curve, though single readings can be large; an effect the other way counts as inactive or inconclusive. Unless noted, % is set by controls: 0 for no effect and ±100 for the full control effect; potency is the fitted concentration of half-maximal effect. Not all compounds are listed. The share of hits here may be higher or lower than overall.

SMILES | L3MBTL1 block | Tau fibril FP | TexasRed fluor | TRb SRC2 PPI | KDM4E inh | RGS12 GoLoco inh | RECQ1 helicase | Tau ThT inhib
CCOC(=O)C(=N/O)/C(C)=N/NC(=O)C(=O)Nc1ccc(Cl)cc1 | 1% | -5% | -4% | 4% | -21% | 2% | -4% | ?
COC(=O)c1nnn(-c2cccc(C)c2)c1N | . | -2% | 4% | 0% | . | . | . | -5%
CN(C)S(=O)(=O)c1cccc2c1C(=O)c1ccccc1C2=O | -11% | 11% | -6% | 1% | 2% | -10% | 7% | -7%
Cc1ccc2c(c1)N(C(C)C(=O)NCc1cccs1)C(=O)CO2 (stereo unspecified) | . | 1% | 1% | -2% | 2% | 4% | -12% | -6%
CCCC(=O)N1c2ccc(-c3csc(N)n3)cc2CC1C (stereo unspecified) | 14% | 7% | -1% | -13% | -25% | . | -7% | -13%
Cc1ccccc1NS(=O)(=O)c1ccc(NC(=O)c2nc3ncccn3n2)cc1 | . | -10% | 2% | 2% | 8% | 1% | i | -2%
Cc1n[nH]c(=O)nc1NC(C)c1ccccc1 (stereo unspecified) | . | -4% | -2% | -16% | 11% | 3% | -15% | -8%
Cn1c(SCC(=O)N/N=C/c2ccco2)nc2ccccc21 | -1% | 1% | 1% | -2% | ? | 4% | 2% | -11%
CCc1ccccc1NC(=O)Cn1nnc(C(=O)NCc2ccccc2Cl)c1N | . | ? | ? | -3% | . | . | . | -6%
COc1ccc(C(=O)CCNc2ccc(F)cc2)cc1 | . | . | -6% | -6% | 3% | 8% | -2% | .
CCN(CC)C(=O)C1CCN(CC2CC=CCC2)CC1 (stereo unspecified) | -7% | 1% | -3% | -5% | ? | 8% | 0% | -3%
O=C(NC1CCCc2ccccc21)c1ccc(S(=O)(=O)N2CCOCC2)cc1 (stereo unspecified) | -1% | -3% | -5% | 2% | 5% | 8% | i | -3%
CCOc1ccc(OCC)c(NC(=O)CN2CCN(c3cc(C)ccc3C)CC2)c1 | ? | 6% | 2% | 8% | -2% | -6% | -3% | -5%
CC1CCCCN1Cc1c(C#N)c2ccccc2n1C (stereo unspecified) | . | -7% | -3% | -8% | 2% | 2% | -2% | -7%
O=C(NC(Cc1ccccc1)C(=O)O)/C(=C\c1ccco1)NC(=O)c1ccco1 (stereo unspecified) | -14% | 3%[2.34 µM] | 0%[53 µM] | -15%[53 µM] | 1% | 9% | -7% | 5%
COc1ccc(N2CCN(C(=O)c3nn(C)c4c3CS(=O)(=O)c3ccccc3-4)CC2)cc1 | . | 2% | 1% | -1% | . | . | . | 2%
COCCNc1nc2c(c(=O)n(Cc3cccc(Br)c3)c(=O)n2C)n1C | . | 5% | 1% | 6% | . | . | . | -12%
O=C(c1csc2c1CCCC2)N1CCN(c2ncccn2)CC1 | 1%[11.4 µM] | 8% | -4% | 5% | -8% | 11% | -28% | 0%
O=C(NC(=S)Nc1c(Cl)ccc2nsnc12)c1ccco1 | -6% | -1% | -3% | 0% | -2% | 13% | 0% | -13%
COc1ccc(-n2c3c(c(=O)[nH]c2=O)C(NC(=O)c2ccccc2Cl)(C(F)(F)F)C(=O)N3)cc1 (stereo unspecified) | . | 2% | -8% | -1% | . | . | . | 7%
COc1nc(OC)nc(N2CCC(C(=O)Nc3cccc4c3CCCC4)CC2)n1 | 3% | -7% | 1% | -7% | 0% | 7% | -3% | ?
CC(C)Cn1c(-c2csc3c2CCCC3)n[nH]c1=S | -7% | 2% | 3% | 9% | ? | 2% | -5% | -12%
Cc1c(C(=O)c2ccccc2)c2ccccn2c1CCC#N | . | -6% | -1% | 2% | -10% | 12% | -8% | .
C/C(=C\C1CCCCC1)C(NC(=O)c1cccnc1)c1ccc(-c2ccccc2)cc1 (stereo unspecified) | . | 2% | 0% | -1% | -21% | 0% | i | -13%
O=C(O)/C=C/C(=O)Nc1cccc2cccnc12 | -16% | -2% | 12% | 5% | ? | 2% | ? | -6%
CCOC(=O)c1ccc(NC(=O)c2nc(SC(C)C)ncc2Cl)cc1 | . | 3% | 1% | -3% | . | . | . | -3%
COc1cccc(C2C(C(=O)c3ccco3)=C(O)C(=O)N2CCN(C)C)c1OC (stereo unspecified) | 8% | -1% | 1% | 1% | -6% | 5% | 1% | -4%
COc1ccc(NC(=O)CSc2nc(-c3ccccc3)c3ccccc3n2)cc1 | . | ? | -1% | -2% | . | . | . | 2%
CC(C)NC(=O)CCS(=O)(=O)c1ccc(Br)s1 | -2% | -3% | 1% | -3% | -7% | 5% | -5% | -8%
Cc1ccc(CNC(=O)c2ccc(Cn3c(=O)c4ccccc4n(CC(=O)Nc4ccc(C)cc4)c3=O)cc2)cc1 | . | ? | 0% | -3% | . | . | . | 3%

Random excerpt: two entries already listed, in no set order.
SMILES | L3MBTL1 block | Tau fibril FP | TexasRed fluor | TRb SRC2 PPI | KDM4E inh | RGS12 GoLoco inh | RECQ1 helicase | Tau ThT inhib
O=C(O)/C=C/C(=O)Nc1cccc2cccnc12 | -16% | -2% | 12% | 5% | ? | 2% | ? | -6%
CC(C)NC(=O)CCS(=O)(=O)c1ccc(Br)s1 | -2% | -3% | 1% | -3% | -7% | 5% | -5% | -8%

Further entries follow.
SMILES | L3MBTL1 block | Tau fibril FP | TexasRed fluor | TRb SRC2 PPI | KDM4E inh | RGS12 GoLoco inh | RECQ1 helicase | Tau ThT inhib
CCN(CC)CCN1C(=O)c2ccccc2NC1c1ccccc1F (stereo unspecified) | 4% | -6% | -2% | -1% | 6% | 1% | i | -4%
CC(=O)Nc1ccccc1NC(=O)c1cc(C)ccc1C | 2% | -9% | -3% | -3% | 2% | 12% | i | -2%
CCCNC(=O)C(=O)c1cccn1-c1ccsc1C(=O)OC | -1% | -2% | -1% | -5% | 4% | -2% | -9% | -16%
O=C(CSc1ccsc1[N+](=O)[O-])NCCc1ccccc1 | . | 0% | -4% | 0% | 10% | 13% | -9% | ?
COC(=O)c1cc(Br)c(=O)n(-c2ccc(OC)cc2)c1 | 14% | -1% | 2% | 1% | ? | 7% | i | -3%
O=C(NCc1ccc(Cl)cc1Cl)C1CCN(S(=O)(=O)c2ccc3c(c2)OCCCO3)CC1 | 4% | 2% | 4% | -2% | -2% | -22% | 5% | -5%
O=C(CSc1nnc(-c2ccc(Cl)s2)o1)N1CCOCC1 | 21% | -1% | -8% | -6% | 2% | -11% | -3% | 7%
CCOC(=O)CN1C(=O)SC(CC(=O)Nc2nccs2)C1=O (stereo unspecified) | . | -5% | 0% | 2% | -1% | 3% | -8% | -25%
Cc1nn(-c2cc(Cl)ccc2N)c(=O)c2ccccc12 | -3% | 6% | -6% | -1% | -1% | -13% | 7% | -13%
CCn1c(SCCN2CCCCC2)nnc1-c1ccc(S(=O)(=O)N2CCOCC2)cc1 | -4% | -4% | -6% | -3% | ? | 0% | i | -3%
COc1ccc(CCN2CN(S(=O)(=O)c3ccccc3)c3nc4ccccc4nc32)cc1 | -14% | -1% | -1% | 3% | 0% | 139%[activator] | -3% | -7%
O=C(Cn1cnc2onc(-c3ccc(F)cc3)c2c1=O)Nc1ccc(F)c(Cl)c1 | . | ? | -21% | 0% | . | . | . | ?
Cc1cc(C)c2nc(NNC(=O)c3ccc(S(=O)(=O)N4CC(C)CC(C)C4)cc3)sc2c1 (stereo unspecified) | ? | -16% | 0% | 6% | ? | 2% | 0% | ?
C=CCn1c(COc2ccccc2)nnc1SCC(=O)N/N=C/c1ccc(C)cc1 | -10% | 9% | 0% | 3% | 1% | -8% | -2% | -14%
CN(C)c1nc(Oc2ccc(C(=O)OCC(=O)Nc3ccccc3)cc2)nc(N(C)C)n1 | -1% | -19% | 0% | 9% | -5% | 31%[activator] | -4% | -7%
COc1ccc([N+](=O)[O-])cc1NC(=O)Cn1ccsc1=N | 14% | -4% | 1% | 2% | 9% | -15% | -7% | 4%
CC(/C=N/N1CCN(c2ccc(C)cc2)CC1)=C\c1ccccc1 | -13% | ? | -12% | 0% | -1% | -5% | -5% | ?
COc1ccc(-c2cc(=O)n(CCC#N)[nH]2)cc1 | -11% | 1% | -3% | ? | 1.8µM* | 8% | 2% | ?
Cc1ccc(/C=C/C(=O)Nc2cc(S(N)(=O)=O)ccc2O)cc1 | 6% | -2% | -3% | 2% | -21% | 5% | -15% | ?
Cc1cc(CNC(=O)Cc2ccc(F)cc2)c2ccccc2n1 | . | -3% | -1% | -1% | 7% | -4% | i | -9%
CCn1cc(C(=O)NC(=S)Nc2cccc(O)c2)cn1 | . | -2% | -1% | -9% | 1% | -16% | i | -13%
CCOC(=O)c1sc2nc3c(cc2c1N)COC(C)(C)C3 | 8% | 13% | -4% | -6% | ? | 3% | -1% | -11%
CN1/C(=C\C(=O)C(F)F)C(C)(C)c2ccccc21 | 17% | 0% | -6% | -10% | ? | 21% | -12% | -2%
O=C(NC1CCCC1)c1ccc(CSc2nc3ccncc3n2Cc2cccc(F)c2)cc1 | . | -2% | 1% | 3% | . | . | . | -5%
Cc1cc(-c2ccccc2)nc(N2CCN(c3ccccn3)CC2)n1 | 0% | -4% | -1% | 5% | ? | 11% | -1% | ?
Cc1ccc(N(CC(=O)N2CCOCC2)S(C)(=O)=O)cc1C | . | -2% | 0% | 7% | 9% | -17% | 10% | -9%
Cc1cc(C)n(-c2nnc(Nc3ccc(C(C)C)cc3)c3ccccc23)n1 | . | 13% | 0% | -1% | . | . | . | ?
O=C(c1cccs1)N(c1ccc(Cl)cc1)C1C=CS(=O)(=O)C1 (stereo unspecified) | 4% | 0% | -2% | -10% | -2% | 0% | i | -6%
CC(C)=CCN1CCN(Cc2cccn2-c2ccccn2)CC1CCO (stereo unspecified) | -6% | 4% | -7% | -6% | 1% | -6% | 15% | 15%
COc1ccc(CNCc2c(C(=O)O)c(C)n(Cc3ccccc3C)c2C)c(OC)c1 | . | 6% | -5% | 5% | . | . | . | -10%
O=C1CCC(/C=C/c2ccccc2)=NN1Cc1ccccc1Cl | . | -4% | 1% | 2% | -10% | -13% | -7% | -8%
COc1cc(/C=N/NC(=O)c2csc3c2CCCC3)cc(OC)c1O | 4% | 13% | -4% | -3% | -8% | -13% | -6% | ?

Source: PubChem BioAssay
